Hep lipid drop = inhibitors of hepatocyte lipid droplet formation, primary screen, imaging, high-throughput imaging, BODIPY stain; AID 1656, 2009; inhibition, % at 6.5 µM; AML12 mouse hepatocytes, oleate lipid droplets; hit rate 0.4% among 240,000;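 active = lipid droplet intensity inhibited by at least 50%, with more than 500 cells counted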
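Technique: fluorescence imaging, 20x objective, two fields per well / Assay system: AML12 hepatocytes (mouse) / Measure: % inhibition of lipid droplet signal / Doses: 6.5 µM single-point dosing / Incubation: overnight exposure / Reagent: 100 µM oleic acid challenge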
Autophagy mod = autophagy modulators in MEF cells, primary screen, imaging, high-content, MEF GFP-LC3; MEF GFP-LC3 puncta imaging; test concentration mostly 10 µM; calls only at 10 µM (by protocol); hit rate 0.98% among 190,000;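 active = percentage of spot-positive cells more than 3 SD above its plate mean, without a fluorescence outlier flag or 80% toxicity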;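 also: spot-positive cell cutoff set from DMSO-treated cells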
P. falciparum M17LAP = P. falciparum M17LAP inhibitors, primary screen, biochemical, fluorogenic H-Leu-NHMec substrate, 1536-well (AID 1619). Leucine aminopeptidase (Plasmodium falciparum (isolate 3D7)). hit rate 0.38% among 220,000. recombinant M17LAP, H-Leu-NHMec fluorogenic kinetic assay; higher % means a stronger effect. inhibition, % at 30 µM; hits with a dose series show IC50 in µM;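 active = compound inhibiting the enzyme by more than half at any dose during confirmatory dose-response retesting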;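 also: plate controls were full reaction with DMSO carrier for no effect and no enzyme background for full effect; strong numbers were not always called active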
Dynein cargo inh = inhibitors of GR-EGFP nuclear translocation, primary screen, dynein cargo transport inhibitor project, imaging, high-content, 3617.4 mouse cells | z-score, hits read low | test concentration mostly 20 µM; stimulated with dexamethasone, 1 µM; active compounds read low | hit rate 0.47% among 220,000 | AID 1381, 2008;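 active = plate z-score of nuclear minus cytoplasmic receptor signal below a set negative limit, without overly bright fluorescence or cell loss, cut at about -3.5 in these data, passing the limit was not always enough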;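 also: z-score of nuclear minus cytoplasmic ring GR-EGFP intensity difference per well; some compounds called inactive have numbers as strong as hits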
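Buffer or medium: Induction medium lacking tetracycline, stripped serum | Also added: Dexamethasone agonist, 1.0 µM final, for 30 min | Timing: 48 h induction, 1 h compound, 30 min dex at 37 °C | Detection: Formaldehyde fixation, Hoechst nuclear stain, 10x automated fluorescence imaging | Measure: Nuclear versus cytoplasmic GR-EGFP signal, averaged per well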
MT stabilizer = microtubule stabilizers in HeLa cells, primary screen, imaging, high-content imaging; HeLa tubulin immunostaining HCS, 24 h; share of cells brighter than vehicle mean+2SD; % tubulin-high responders, % at 10 µM; hit rate 0.83% among 200,000; AID 2205, 2009;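 active = plate Z-score above 3 for both tubulin-high and condensed-nucleus cell shares, with cell loss under 80%, at 10 µM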;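 also: anti alpha tubulin signal scored within the nucleus-defined area of each cell; some results filed as inactive read as strong as hits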
P. falciparum M1AAP = P. falciparum M1AAP inhibitors, biochemical, fluorogenic H-Leu-NHMec substrate, 1536-well (AID 1445). hit rate 0.42% among 220,000. inhibition, % at 30 µM, or IC50 in µM where a hit was titrated. recombinant M1AAP, H-Leu-NHMec fluorogenic kinetic assay; higher % means a stronger effect;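 active = primary inhibition above the hit cutoff, then over 50% inhibition at one or more dose response concentrations, cut at about 23% in these data, passing the limit was not always enough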;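 also: plate controls were DMSO full reaction for no effect and no enzyme background for full effect; strong numbers were not always called active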
Yfh1-depleted yeast = enhancers of respiration in Yfh1-depleted yeast, dose response, Friedreich's ataxia, plus single-dose screen (AID 1465); hit rate 0.074% among 220,000; S. cerevisiae Yfh1-off respiration, WST-1 reduction, 72 h; higher fold induction means a stronger effect; fold induction at 50 µM; hits with a dose series show EC50 in µM;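 active = fold induction of absorbance versus untreated yeast above a set limit, then at least 30% activation at any dose in follow-up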;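 also: activators that raise dye reduction in frataxin-depleted yeast; strong numbers were not always called active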
ER stress rescue = rescue of cells from ER stress-induced death, primary screen, 384-well, CSM14.1, thapsigargin, ATP luminescence (AID 1222). cellular ATP content (survival), % at 20 µM, or EC50 in µM where a hit was titrated. 190,000 tested, under 10 active. CSM14.1 thapsigargin-induced death rescue, ATP luminescence; higher % means a stronger effect;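 active = EC50 below 50 µM in the dose-response confirmation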;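 also: death triggered by thapsigargin at about 15 µM added after 2 h compound pretreatment; cell ATP read after overnight thapsigargin exposure of roughly 18 to 22 hours; normalized against plate controls of thapsigargin alone and 5% DMSO vehicle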
Insulin prom up = insulin promoter activators in MIN6 cells, imaging, high-content screening, mouse beta cells; z-score at 5 µM; hit rate 0.3% among 190,000; MIN6 insulin promoter-GFP reporter; active compounds read high;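 active = z-score above 3 at 5 µM with at least 500 cells counted in the well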
Dynein cargo inh cytoplasmic EGFP = further read-out of Dynein cargo inh, marked with its call; z-score; measured here: cytoplasmic GR-EGFP intensity; active compounds read high
Dynein cargo inh nuclear GR-EGFP = further read-out of Dynein cargo inh, marked with its call; z-score; measured here: nuclear GR-EGFP intensity;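 lower value marks the stronger effect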
Dynein cargo inh cell count = recorded beside Dynein cargo inh, whose call it bears; z-score; measured here: cell count per field
Insulin prom up cell count = also measured in Insulin prom up; calls as there; cell count; measured here: cytotoxicity, nuclei count;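 total cells summed across four imaged fields per well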
Hep lipid drop cells 6.5 µM = further read-out of Hep lipid drop, marked with its call; cell count; measured here: cell count, cytotoxicity flag;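 cells counted across two imaged fields per well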
MT stabilizer Hoechst-high % = further read-out of MT stabilizer, marked with its call; % Hoechst-high responders; measured here: nuclear condensation Hoechst responders;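 share of cells brighter than vehicle mean plus two SD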
MT stabilizer cytotoxicity % = also measured in MT stabilizer; calls as there; toxicity, %; measured here: cytotoxicity by cell density;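 0% = mean cell density of plate MIN control wells and 100% = no cells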
Autophagy mod cell loss 18 h = further read-out of Autophagy mod, marked with its call; toxicity, %; measured here: cell loss, nuclei count;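 cell loss after 18 h compound exposure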
* = called active by the depositor; i = inactive; . = no result given.

SMILES	Hep lipid drop	Hep lipid drop cells 6.5 µM	Autophagy mod	Autophagy mod cell loss 18 h	P. falciparum M17LAP	Dynein cargo inh	Dynein cargo inh cytoplasmic EGFP	Dynein cargo inh nuclear GR-EGFP	Dynein cargo inh cell count	MT stabilizer	MT stabilizer Hoechst-high %	MT stabilizer cytotoxicity %	P. falciparum M1AAP	Yfh1-depleted yeast	ER stress rescue	Insulin prom up	Insulin prom up cell count
CCCc1cc(=O)[nH]c(SCc2cc(=O)oc3cc(C)c(C(C)C)cc23)n1	3	682	i	0	-23%	-0.13	-0.24	-0.47	0.63	3.8	3.7	2.5	2%	i	8.8%	0.35	1369
CCCN1C(=O)c2cc(C(=O)NC3CCCC3)ccc2C1O (centres undefined)	.	.	i	5	0%	0.038	-0.14	0.066	-0.65	4.2	2.1	6.2	-18%	i	-0.8%	0.38	799
COc1cc(C2NC(=S)NC(O)(C(F)(F)F)C2C(=O)c2cccs2)cc(OC)c1O (centres undefined)	-28	682	i	6	-13%	0.39	-0.3	0.29	-0.48	4.7	3.0	3.5	2%	i	-3.0%	0.68	1244
O=[N+]([O-])c1cc(/C=N/N2CCN(c3ccccc3)CC2)ccc1Cl	16	728	i	-9	13%	0.8	-0.2	0.51	-0.22	2.8	2.4	6.5	4%	i	-2.5%	0.99	1407
CN(Cc1cnccn1)Cc1nc(Cc2ccccc2Cl)no1	3	682	i	-1	.	-0.59	-0.17	0.16	0.51	3.0	2.1	11	.	i	-2.4%	-1.3	1381
CCN(CC)C(=O)CSc1nnc2nnc3cc(C)ccc3n12	15	712	.	.	-7%	1.3	-0.24	0.76	-0.78	.	.	.	-1%	i	.	0.51	1036
O=C1CCN(S(=O)(=O)c2ccccc2)CCN1CCOCc1ccc(C(F)(F)F)cc1	-1	695	.	.	4%	-0.2	-0.73	-0.14	-0.32	.	.	.	1%	i	.	0.04	829
CCOC(=O)c1[nH]c2cc3c(cc2c1NC(=O)CN1CCC2(CC1)OCCO2)OCO3	.	.	i	12	-111%	0.049	-0.27	0.4	-1.3	3.9	2.3	4.5	14%	i	0.0%	.	.
CN(C)S(=O)(=O)c1cccc(NC(=O)COC(=O)c2cc(=O)[nH]c(=O)[nH]2)c1	-6	623	i	11	4%	1.2	-0.3	1.2	-0.78	6.7	1.2	12	4%	i	-0.5%	1.9	1329
CCOC(=O)c1[nH]cnc1C(=O)Nc1cccc(OC)c1	31	747	.	.	14%	-0.58	-0.27	0.083	0.97	.	.	.	10%	i	.	-0.12	1081
CCCOc1ccc(/C(O)=C2/C(=O)C(=O)N(CCCn3ccnc3)C2c2ccc(C)o2)cc1 (centres undefined)	2	701	.	.	17%	0.13	-0.22	0.49	-0.12	.	.	.	2%	i	.	-0.02	1041
O=C(O)c1cc(-c2ccccn2)n[nH]1	.	.	i	7	-12%	0.48	-0.12	0.4	0.49	5.1	3.5	13	-1%	i	-2.3%	0.5	1508
CC(Sc1nc2cc(Cl)ccc2s1)C(=O)Nc1cccc(S(=O)(=O)N2CCOCC2)c1 (centres undefined)	-21	614	i	-2	11%	-0.62	-0.25	-0.26	0.49	1.6	1.3	9.7	4%	i	-1.6%	-0.08	1430
C=CCNc1ccc(F)c(F)c1N1CCCCCC1=O	.	.	i	5	2%	0.24	-0.28	0.0051	-0.012	5.8	4.4	7.6	0%	i	2.0%	-0.04	1254
CCOC(=O)N1CCC(NC(=O)CSCc2cnn(-c3ccccc3)c2-n2cccc2)CC1	.	.	i	-4	5%	0.69	-0.18	0.3	-0.36	2.3	1.2	3.9	6%	i	-0.8%	-1.4	955
CCc1cc2c(=O)n(N)c(CCC(=O)O)nc2s1	-3	709	i	-4	-1%	-0.62	-0.27	-0.059	0.41	1.0	1.8	5.9	0%	i	-2.3%	-0.15	860
Cc1ccc(/C=C/C(=O)Nc2cccnc2)o1	-19	611	i	2	26%	-0.87	0.018	-0.69	0.59	1.1	3.9	8.1	3%	i	-1.6%	0.95	1223
CC(=O)Nc1ccc(OCC(O)CN2CCN(c3ccccc3Cl)CC2)cc1 (centres undefined)	-16	732	i	-6	3%	1.1	-0.24	0.45	0.55	2.6	1.7	2.4	6%	i	-1.6%	-0.13	1165
COC(=O)N/N=C(\C)c1ccccc1Br	.	.	i	-3	-16%	0.78	-0.21	0.38	-0.23	3.4	1.2	6.9	-5%	i	-0.8%	0.03	1662
NC(=O)c1c(NC(=O)CSc2nc3c(c(C(F)(F)F)n2)CCc2ccccc2-3)sc2c1CCCC2	2	593	i	15	10%	-0.32	-0.23	-0.32	0.7	3.0	2.2	2.4	0%	i	1.2%	0.36	1900
COc1ccc(S(=O)(=O)N(C)CC(=O)Nc2ccccc2OC)cc1C	0	707	i	-3	1%	0.063	-0.26	0.048	0.5	3.8	2.1	2.7	0%	i	0.5%	0.08	1773
O=C(CSc1nnc2c(n1)[nH]c1ccccc12)OCc1ccccc1	-4	794	i	-4	6%	0.088	-0.21	-0.12	0.48	2.9	1.4	6.6	8%	i	-3.9%	.	.
N#Cc1ccccc1N=C1CCCN1Cc1ccccc1	.	.	i	9	-6%	0.056	0.026	0.35	-0.27	3.9	3.6	7.0	-15%	i	-0.2%	1.1	1098
c1ccc(Cn2nnc3c(Nc4ccc5c(c4)OCO5)nc(C4CC4)nc32)cc1	-29	779	i	-1	1%	-0.99	-0.056	-0.26	-0.29	5.9	6.7	19	3%	i	-2.4%	-0.55	1256
COC(=O)c1cc(OC)c(OC)cc1NC(=O)c1c(-c2ccccc2)noc1C	-18	769	i	3	8%	-0.84	-0.23	-0.7	0.36	2.8	0.6	30	6%	i	-1.0%	0.59	1209
CCCN1C(=O)SC(CC(=O)Nc2ccccc2C)C1=O (centres undefined)	3	710	i	-15	3%	-0.4	-0.23	0.06	-0.18	2.9	1.4	0.9	1%	i	1.6%	1.2	987
COc1ccc(CCNC(=O)c2cc3c(=O)n(C)c4ccccc4c3n2C)cc1OC	3	687	.	.	-2%	-0.36	0.29	0.32	0.95	.	.	.	-1%	i	.	.	.
O=C(O)c1cccc(C(=O)c2cccc(C(=O)O)c2)c1	5	742	i	-9	4%	0.38	-0.42	-0.46	2	3.0	1.9	12	-1%	i	-0.2%	0.77	946
O=C(NC(=S)Nc1cccnc1)c1cc2ccccc2o1	2	698	i	9	15%	-0.96	-0.28	-0.81	0.83	1.2	2.1	1.8	2%	i	-4.3%	-0.16	1325
COCCn1c(-c2ccccc2)nc2oc3ccccc3c(=O)c2c1=O	.	.	i	5	4%	-0.38	0.23	-0.08	0.32	3.0	3.1	5.9	5%	i	-2.2%	0.09	986
COc1ccc(-n2c3c(c(=O)[nH]c2=O)C(NC(=O)c2ccncc2)(C(F)(F)F)C(=O)N3)cc1 (centres undefined)	-16	783	i	10	-7%	-0.0024	-0.27	0.038	0.48	4.1	1.9	12	8%	i	0.7%	.	.
O=C(O)c1ccc2cc[nH]c2c1	.	.	i	-5	-2%	-0.54	0.024	-0.033	0.39	3.3	3.6	8.6	5%	i	-0.4%	-0.62	1316
CCC(=O)N1CCN(c2nc3ccccc3s2)CC1	16	807	i	1	-1%	-0.39	-0.15	-0.29	-0.21	1.9	1.5	4.6	9%	i	-0.9%	.	.
COC(=O)c1cc(NC(=O)CSc2nnc(CN3CCOCC3)n2C)ccc1Cl	-2	771	i	-3	5%	-0.097	-0.14	0.012	1.1	1.5	0.5	24	5%	i	-3.1%	-0.73	1132
CCCC(=O)Nc1c2c(nc3ccccc13)N(c1ccccc1)CC2	52*	699*	i	-14	10%	1.1	-0.16	0.73	-0.62	3.0	1.6	6.0	4%	i	-0.5%	-1.2	1212
Cc1ccc(NC(=O)NCC(c2cccnc2)N2CCOCC2)cc1 (centres undefined)	.	.	i	-7	1%	-0.034	-0.33	0.29	-0.3	4.8	2.6	7.4	3%	i	2.8%	.	.
c1ccc(-c2ccc(Oc3cc(N4CCOCC4)nc(-c4ccccc4)n3)cc2)cc1	.	.	i	-4	10%	-0.9	-0.12	-0.21	-0.0023	3.1	2.9	12	-1%	i	1.5%	0.12	1344
O=C(CN1C(=O)c2cccc3cccc(c23)C1=O)N1CCCCCC1	.	.	i	-25	13%	0.048	-0.21	-0.61	-0.5	3.3	2.0	5.6	15%	i	3.3%	.	.
COc1ccc(CNC(=O)c2cccs2)cc1	.	.	i	16	-38%	-0.95	-0.073	-0.78	0.76	7.3	3.6	7.9	6%	i	1.1%	.	.
N#CCCn1ncn(-c2ccccc2)c1=S	7	733	i	30	17%	-0.87	-0.22	-0.45	1	1.2	1.4	8.6	-4%	i	3.8%	-0.81	879

High-throughput results from PubChem BioAssay.
